WRN helicase inh: inhibitors of human WRN helicase; Q14191; WRN helicase unwinding, fluorescent forked duplex, kinetic; Potency, µM (doses to about 114 µM), inactives show at the highest dose activity change, negative = inhibition, hits mostly inhibitors; hit rate 0.46% among 360,000; also: potency is read from the fitted curve at half-maximal effect; % is scaled to controls: 0 for no effect and ±100 for the full control effect; nearly all actives have a fitted effect of over 55% in size
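WRN at 20 nM final preincubated with compound 15 min at room temperature; reaction started with 100 nM fluorophore/quencher forked duplex oligonucleotide and 2 mM ATP final. Unwinding followed kinetically by red fluorescence (ex 525, em 598 nm).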
PI5P4Ka inh: PI5P4K alpha (human) kinase inhibition; hit rate 1.2% among 330,000; max response, %; PI5P4Kalpha enzyme, ADP-Glo luminescence, 60 min; stronger effect = lower value; P48426; active = max response of -50% or lower; inconclusive = between -30% and -50%; inactive = -30% or higher; also: value at the top dose of about 77 µM; % is scaled to controls: 0 for no effect and ±100 for the full control effect
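Single end-point luminescence (ADP-Glo) quantified ADP from PI5P4Kalpha turnover; ATP 5 microM final, 1 h at RT, 0.1% CHAPS and 0.28 mM EGTA in HEPES pH 7.4.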
GLP1R cytotox: cytotoxic in the GLP-1 receptor inverse agonist counter-screen | hit rate 0.13% among 410,000 | HEK293 cAMP-luciferase reporter cells, luminescence, 24 h | Potency, µM (doses to about 38.3 µM), without a hit: top-dose activity change, negative = inhibition, hits mostly inhibitors;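 also: loss of luciferase light is scored as toxicity; potency is read from the fitted curve at half-maximal effect; % is scaled to controls: 0 for no effect and ±100 for the full control effect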
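To flag toxic compounds, the library was rerun on cells for 24 hr at 37 deg C and 5% CO2. Viability-linked luminescence was captured 12 min after adding luciferase detection reagent.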
PLK1 PBD block: inhibitors of human PLK1 polo-box domain binding | P53350 | Plk1 PBD binding of FITC phosphopeptide, fluorescence polarization | Potency, µM, for the others: max response, negative = inhibition, usual class: inhibitors | hit rate 2.8% among 360,000; also: potency is read from the fitted curve at half-maximal effect; series mostly up to about 57 µM; % is scaled to controls: 0 for no effect and ±100 for the full control effect; nearly all actives have a fitted effect of over 65% in size
Target sequence (P53350 whole entry, looked up, the tested form may be a part): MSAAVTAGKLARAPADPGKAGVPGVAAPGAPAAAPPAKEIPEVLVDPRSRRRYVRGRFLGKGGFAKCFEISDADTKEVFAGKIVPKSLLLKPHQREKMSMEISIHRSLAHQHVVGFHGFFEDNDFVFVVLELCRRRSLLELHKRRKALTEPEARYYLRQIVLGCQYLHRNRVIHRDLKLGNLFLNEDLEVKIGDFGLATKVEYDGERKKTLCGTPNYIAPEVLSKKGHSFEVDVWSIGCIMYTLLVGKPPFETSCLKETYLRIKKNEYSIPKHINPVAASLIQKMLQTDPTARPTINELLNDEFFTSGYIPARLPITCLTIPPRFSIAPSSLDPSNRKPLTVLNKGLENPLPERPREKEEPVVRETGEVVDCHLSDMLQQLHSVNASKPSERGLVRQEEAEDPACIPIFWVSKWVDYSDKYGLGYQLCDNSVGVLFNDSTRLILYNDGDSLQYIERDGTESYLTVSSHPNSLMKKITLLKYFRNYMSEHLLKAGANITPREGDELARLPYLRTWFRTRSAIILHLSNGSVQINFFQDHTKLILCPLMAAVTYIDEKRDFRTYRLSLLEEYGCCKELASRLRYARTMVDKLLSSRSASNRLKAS
GLP-1R inv ag: acts as inverse agonist at human GLP-1 receptor; Potency, µM (series often up to 38.3 µM), for inactives: top-dose activity change, negative = inhibition, actives largely listed as inhibitors; AID 624417; HEK293 GLP-1R CRE-luciferase, luminescence, 24 h; GLP-1R form is constitutively active; hit rate 1.6% among 410,000; P43220; also: potency is read from the fitted curve at half-maximal effect; % is scaled to controls: 0 for no effect and ±100 for the full control effect; nearly all actives have a fitted effect of over 55% in size
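Cells are plated, allowed 12 hours at 37 deg C, then treated with compounds for 24 hr before luciferase detection reagent is added and luminescence is read after 12 min at room temperature. The HEK293 line carries constitutively active GLP-1R with a cAMP-responsive reporter.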
D3 antag: D3 dopamine receptor (human) antagonism; max response, negative = inhibition, %; AID 652054; D3R cells, DiscoveRx beta-arrestin luminescence, antagonist mode; stronger effect = lower value; hit rate 2.5% among 360,000; P35462; in the data active = max response below about -50%; inconclusive = no clear call, values can overlap the other calls; also: % is scaled to controls: 0 for no effect and ±100 for the full control effect; mostly tested at two doses, the higher about 12 µM
Target sequence (P35462 whole entry, looked up): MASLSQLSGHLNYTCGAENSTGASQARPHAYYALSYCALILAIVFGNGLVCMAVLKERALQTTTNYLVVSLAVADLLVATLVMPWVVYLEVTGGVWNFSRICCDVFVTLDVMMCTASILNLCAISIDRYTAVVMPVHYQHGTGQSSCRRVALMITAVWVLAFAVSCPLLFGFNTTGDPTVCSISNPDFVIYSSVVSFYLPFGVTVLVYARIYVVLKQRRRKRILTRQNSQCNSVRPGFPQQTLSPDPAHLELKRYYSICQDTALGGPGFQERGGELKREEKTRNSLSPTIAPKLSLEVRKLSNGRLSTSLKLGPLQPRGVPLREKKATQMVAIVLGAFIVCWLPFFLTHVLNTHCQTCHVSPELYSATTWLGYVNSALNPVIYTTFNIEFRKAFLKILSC
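Cells plated overnight at 1500 cells/well, then exposed to library compounds with dopamine controls for 90 minutes at 37 degrees C. DiscoveRx reagent added for 30–60 minutes at room temperature; luminescence read, quantitative HTS format.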
D3 ag: D3 dopamine receptor (human) agonism. P35462. D3R DiscoveRx beta-arrestin cells, luminescence, 90 min. max activation, %. hit rate 0.58% among 410,000; in the data active = max activation above about 30%; also: 0% is about no effect; mostly tested at two doses, the higher about 12 µM
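Agonist-mode cell screen: cells plated at 1500/well and incubated overnight at 37 °C, then exposed to library compounds for 90 min at 37 °C. Detection reagent was added for 30–60 min at room temperature, and luminescence was read.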
GLP-1R agonist: activates the human GLP-1 receptor; P43220; Potency, µM (doses to about 45.6 µM), without a hit: at the top dose activation, hits mostly activators; AID 624172; hit rate 0.007% among 380,000; HEK293 GLP-1R CRE-luciferase, luminescence, 4-6 h; cells express a hypersensitive GLP-1R form; also: potency is read from the fitted curve at half-maximal effect; % of control where 0% means no effect
IL-2 act: activates IL-2 in a cell-based reporter assay; IL-2 activation reporter assay, cell-based qHTS; stimulated with anti-CD3/CD4/CD28 beads; in transgenic mouse T cells; activation, % (series mostly up to about 46 µM); hit rate 0.065% among 360,000; AID 652025; in the data active = activation above about 50%; inconclusive = mostly about 30% to 49%; also: 0% is about no effect
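Quantitative HTS in unstimulated transgenic mouse T cells, with memory T cells as non-tolerant control and PMA/ionomycin as tolerance-bypass control. Compound pretreatment lasted 60 minutes before 18 h bead stimulation; EGFP/DsRed fluorescence read.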
* hit, by the source's call; ? = inconclusive; . = not tested or not shown; [ ] = another dose, or the depositor's remark. Unless noted, calls follow the shape of the dose curve; as a rule, active = well fitted curve in the direction sought with a large enough effect; inconclusive = small, poorly fitted or top-dose-only effect, or another doubt; inactive = no such curve, though single readings can be large; an effect the other way counts as inactive or inconclusive.

nr | compound | WRN helicase inh | PI5P4Ka inh | GLP1R cytotox | PLK1 PBD block | GLP-1R inv ag
1 | COc1ccc(C2CC(c3cccs3)=NN2C(=O)c2ccccc2)cc1OC (centres undefined) | -4% | -4 | -24% | 3% | -18%
2 | Cc1cc(=O)[nH]c(SCC(=O)NCC2CCCO2)n1 (centres undefined) | 7% | 2 | 2% | -6% | -16%
3 | COC(=O)c1ccc(-c2ccc([C@H]3[C@H]4C=CC[C@@H](C)[C@@H]4C(=O)N3Cc3ccccc3)c(F)c2)cc1 | -3% | 3 | -19% | -5% | ?
4 | CC(=N)c1c(O)cc(C)oc1=O | 8% | 0 | 2% | -5% | -7%
5 | O=C(CN1C(=O)NC(CCc2ccccc2)C1=O)Nc1cccc(Br)c1 (centres undefined) | 2% | 6 | -11% | 2% | ?
6 | O=C(COc1cccnc1[N+](=O)[O-])Nc1cccc(S(=O)(=O)N2CCOCC2)c1 | -4% | -24 | -15% | -14% | 13%
7 | CC(=O)c1ccc(S(=O)(=O)N2CCN(CC#N)CC2)cc1 | 9% | 2 | -1% | -4% | 19%
8 | O=C(COC(=O)C12CC3CC(CC(O)(C3)C1)C2)Nc1ccc(Cl)c(S(=O)(=O)N2CCOCC2)c1 | -3% | 8 | -3% | 1% | -1%
9 | COc1ccc(NC(=O)CSc2ccc3nnc(-c4ccccn4)n3n2)cc1 | ? | -17 | 3% | -1% | 11%
10 | CCCN(C(=O)c1cc2c(Cl)nc3ccccc3c2s1)c1cccc(C)c1 | . | . | 4% | . | 0%
11 | Cc1cccc(C)c1OCC(O)CN1CCN(c2ccccc2)CC1 (centres undefined) | -12% | 1 | -11% | -1% | ?
12 | CN(C(=O)c1ccccc1Cl)C1CCCCC1 | 12% | . | 3% | -6% | 4%
13 | O=S(=O)(Nc1ccccn1)c1ccc(Cl)c2ccccc12 | 2% | 1 | 6% | -15% | 2%
14 | CCOC(=O)C1=C(C)N=C2SC=C(C)N2C1c1ccc(OC)cc1 (centres undefined) | -1% | 1 | 4% | -1% | ?
15 | O=C(C1CCN(c2ncnc3c2sc2cccc(F)c23)CC1)N1CCOCC1 | -2% | -5 | -2% | -3% | 34%[activator]

nr | D3 antag | D3 ag | GLP-1R agonist | IL-2 act
1 | 10 | -3 | 22% | -6.3
2 | 3 | -13 | 0% | -0.4
3 | 0 | -16 | 4% | 0.7
4 | -1 | -1 | 1% | 1.0
5 | 2 | 0 | -4% | -0.8
6 | 13 | 2 | -14% | -2.4
7 | -5 | 1 | -1% | 0.5
8 | -14 | 1 | 0% | 0.6
9 | -25 | -9 | 6% | -1.0
10 | . | 8 | 7% | .
11 | -15 | 63* | -1% | -3.2
12 | 25 | -7 | 4% | -3.1
13 | 2 | -2 | 10% | -0.1
14 | 6 | -13 | 4% | -1.8
15 | 22 | 3 | 4% | -5.3

Following part.
nr | compound | WRN helicase inh | PI5P4Ka inh | GLP1R cytotox | PLK1 PBD block | GLP-1R inv ag
16 | CCN(CC(=O)Nc1c(F)cccc1F)C(=O)C1(c2ccccc2)CC1 | -8% | -1 | 11% | -15% | 7%
17 | C=C[C@H](Cc1ccccc1)N(Cc1ccccc1)S(=O)(=O)N(Cc1ccccc1)[C@H](C=C)Cc1ccccc1 | -3% | 4 | -6% | 2% | 5%
18 | Cn1c(N)c(-c2nc3cccnc3n2C)sc1=S | 1% | 0 | -21% | -2% | 14%
19 | Cc1cccc(C2C3=C(CCCC3=O)N=C3c4ccccc4C(=O)C32)c1 (centres undefined) | -8% | -7 | ? | ? | ?
20 | CC12CCC(C(=O)N3CCN(C(c4ccccc4)c4ccccc4)CC3)(OC1=O)C2(C)C (centres undefined) | 12% | . | 7% | -7% | 4%
21 | COc1ccccc1NC(=O)CCSc1nc(C)cc(C)n1 | 1% | -3 | 8% | -7% | 19%
22 | COc1ccccc1N1CCN(C(=O)c2cc(-c3ccc(F)cc3)[nH]c2C)CC1 | -8% | 2 | ? | -5% | 11µM*
23 | COc1ccc([N+](=O)[O-])cc1NCC(=O)Nc1cc(S(=O)(=O)N2CCCCC2)ccc1C | 1% | -5 | -28% | -1% | -17%
24 | Cc1ccc(O)c(CNc2cccc3cccnc23)c1 | -10% | 0 | -9% | -2% | ?
25 | CCOC(=O)NS(=O)(=O)c1ccc(CCNC(=O)c2cc(C)on2)cc1 | -3% | -1 | -1% | 1% | 6%
26 | O=C(NC1CCCCC1)C(c1cc2ccccc2o1)N1CCOCC1 (centres undefined) | 8% | 3 | 1% | -2% | -2%
27 | Cc1ccc(C)c(S(=O)(=O)NCc2ccc(C(=O)N3CCN(c4ccccc4)CC3)cc2)c1 | -2% | 4 | ? | 0% | ?
28 | Cc1onc(-c2c(Cl)cccc2Cl)c1C(=O)Nn1cnnc1 | -12% | 2 | 12% | -5% | 8%
29 | Cc1ccnc(SCC(=O)N2CCCc3ccccc32)n1 | -3% | -7 | -8% | 5% | 10%
30 | COc1cc(-n2nc(C)c3c2OC(N)=C(C#N)C3c2ccccc2)c(Cl)c(Br)c1O (centres undefined) | -29% | -57* | ? | -25% | ?

nr | D3 antag | D3 ag | GLP-1R agonist | IL-2 act
16 | 13 | 1 | -10% | 1.7
17 | -18 | -18 | 5% | -0.4
18 | -3 | 0 | 2% | 1.2
19 | -25 | -1 | 5% | -2.2
20 | -30 | -15 | -11% | -1.7
21 | -17 | -12 | 4% | -2.8
22 | -21 | -4 | 0% | 0.1
23 | -14 | -1 | -1% | -0.4
24 | -22 | -5 | 18% | -0.6
25 | 1 | 0 | 0% | 1.5
26 | 0 | 0 | 19% | 0.3
27 | 2 | 5 | -1% | -1.1
28 | 28 | -7 | 6% | 1.5
29 | 1 | 5 | 3% | 0.6
30 | -21 | -1 | -13% | 0.7

Given tab-delimited: entries from further up
cpd	Structure	WRN helicase inh	PI5P4Ka inh	GLP1R cytotox	PLK1 PBD block	GLP-1R inv ag	D3 antag	D3 ag	GLP-1R agonist	IL-2 act
18	Cn1c(N)c(-c2nc3cccnc3n2C)sc1=S	1%	0	-21%	-2%	14%	-3	0	2%	1.2
19	Cc1cccc(C2C3=C(CCCC3=O)N=C3c4ccccc4C(=O)C32)c1 (centres undefined)	-8%	-7	?	?	?	-25	-1	5%	-2.2
20	CC12CCC(C(=O)N3CCN(C(c4ccccc4)c4ccccc4)CC3)(OC1=O)C2(C)C (centres undefined)	12%	.	7%	-7%	4%	-30	-15	-11%	-1.7
21	COc1ccccc1NC(=O)CCSc1nc(C)cc(C)n1	1%	-3	8%	-7%	19%	-17	-12	4%	-2.8
22	COc1ccccc1N1CCN(C(=O)c2cc(-c3ccc(F)cc3)[nH]c2C)CC1	-8%	2	?	-5%	11µM*	-21	-4	0%	0.1
23	COc1ccc([N+](=O)[O-])cc1NCC(=O)Nc1cc(S(=O)(=O)N2CCCCC2)ccc1C	1%	-5	-28%	-1%	-17%	-14	-1	-1%	-0.4
24	Cc1ccc(O)c(CNc2cccc3cccnc23)c1	-10%	0	-9%	-2%	?	-22	-5	18%	-0.6

Next section:
nr | compound | WRN helicase inh | PI5P4Ka inh | GLP1R cytotox | PLK1 PBD block | GLP-1R inv ag
31 | COc1ccc(Cl)cc1NC(=S)N1CCN(c2ccccn2)CC1 | -4% | 2 | -12% | -7% | ?
32 | O=C(O)CCCNC(=O)CCCNC(=O)C(c1ccccc1)c1ccccc1 | 1% | 4 | 1% | -11% | 15%
33 | CC(=O)OC[C@@H]1CN(Cc2ccccc2)C[C@H](n2cnc3c(N4CCN(c5ccccc5)CC4)ncnc32)O1 | 2% | 11 | -8% | 3% | ?
34 | CCCCCn1c(CN2CC(C)OC(C)C2)nc2c1c(=O)n(C)c(=O)n2C (centres undefined) | 0% | 1 | 2% | -2% | -4%
35 | CCn1c(SCC(=O)N/N=C/c2c[nH]c3ccccc23)nnc1-c1ccc(C)cc1 | 4% | -19 | ? | -12% | -33%
36 | CC(C)Nc1c(N)c(=O)oc2ccccc12 | -2%[57.1 µM] | 0 | 5% | 0% | 5%
37 | COc1ccccc1C(=O)NCCC(=O)N(C)CC(=O)Nc1c(Cl)cccc1Cl | 6% | 4 | 13% | -9% | 10%
38 | CCCOC(=O)/C(=C\c1ccc([N+](=O)[O-])o1)NC(=O)c1ccccc1 | -14% | 4 | 11% | 0% | 35%[activator]
39 | CC1(C)SC2c3ccccc3C(=O)N2[C@@H]1C(=O)NCCCN1CCOCC1 (some centres undefined) | -10% | 4 | -3% | -5% | 0%
40 | COc1ccc(NC(=S)Nc2ccc3cn[nH]c3c2)cc1 | 5% | -9 | -10% | ? | -11%
41 | CCN(CC(=O)Nc1ccc2c(c1)OCCO2)C(=O)CC1CCCC1 | -1% | 2 | -8% | -4% | -2%
42 | O=C(NCc1ccco1)C(=O)NCC1OCCN1S(=O)(=O)c1ccc(F)cc1 (centres undefined) | -7% | -10 | -30% | -5% | 0%
43 | CC(=O)N1CCCN(Cc2cn(-c3ccc(C)cc3)nc2-c2ccc(F)cc2)CC1 | -4%[57.1 µM] | 13 | -4% | -4% | ?
44 | Cc1ccc([N+](=O)[O-])c(OCc2ncc(Cl)n2C)c1 | -2%[57.1 µM] | -6 | -1% | -2% | ?
45 | COCCNC(=O)C1(C)CCCN(Cc2ccc(OCc3ccccc3)cc2)C1 (centres undefined) | 7% | -7 | 4% | -7% | -16%

nr | D3 antag | D3 ag | GLP-1R agonist | IL-2 act
31 | 4 | 0 | -3% | 0.8
32 | 12 | 3 | -3% | 0.1
33 | 30 | 2 | 1% | -0.3
34 | 12 | 2 | 8% | 0.0
35 | -1 | -1 | 9% | 0.6
36 | 4 | 0 | 2% | 5.7
37 | -26 | -18 | 10% | -3.2
38 | -14 | -3 | -1% | -0.1
39 | -25 | 1 | -3% | 0.0
40 | 22 | -3 | -3% | -1.5
41 | 12 | 2 | -5% | 2.3
42 | 12 | 3 | -4% | 1.6
43 | 3 | -19 | 25% | 1.5
44 | -2 | -3 | 13% | 0.1
45 | 0 | 7 | 4% | -0.3

Source: PubChem
